High-throughput results: PubChem BioAssay, Broad Institute
LGR2 antag: inhibitors of bursicon-induced LGR2 CRE-luciferase signal, primary screen, cell-based, HEK293, CRE-luciferase reporter, bursicon stimulation; Drosophila bursicon receptor LGR2 (rickets); bursicon-stimulated, 4 h; inhibition, % at 9.99 µM; actives 0.35% (n = 380,000);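 active = drop in luminescence signal, shown as inhibition above about 50% in the replicate tests, limit read from the data, passing the limit was not always enough; inconclusive = probably only some replicates passing the limit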;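 note: agonist challenge used bursicon conditioned medium at about half maximal strength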
S100A4 MyoIIA: inhibitors of S100A4-myosin IIA peptide binding, primary screen, biochemical, fluorescence polarization, TAMRA-MyoIIA peptide; Protein S100-A4 (Homo sapiens), P26447; inhibition, % at 10.7 µM; actives 0.14% (n = 360,000); AID 652163, 2013;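 active = mean inhibition of at least 70% across replicates, with every replicate also reaching that level; inconclusive = mean inhibition reaches 70% but some replicates fall short; inactive = mean inhibition below 70%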
Target sequence (P26447 whole entry, looked up): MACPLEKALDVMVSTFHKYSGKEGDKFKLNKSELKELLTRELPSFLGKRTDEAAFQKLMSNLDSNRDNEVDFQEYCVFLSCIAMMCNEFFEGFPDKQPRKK
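assay system = human S100A4 monomer with TAMRA-labelled myosin IIA peptide | also added = labelled myosin peptide probe, 5 nM | incubation = 5 min between mix addition and reading | control set = DMSO and TFP controls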
PglD inh: C. jejuni PglD acetyltransferase inhibitors, primary screen, biochemical, DTNB colorimetric, single point; purified PglD enzyme, DTNB colorimetric CoA detection; inhibition, % at 12.5 µM; actives 0.098% (n = 360,000); in the data active = inhibition above about 16%, passing the limit was not always enough; inconclusive = no clear call, values can overlap the other calls; note: strong numbers were not always called active
FN deposition inh: inhibitors of fibronectin matrix deposition, primary screen, AH1F cells, Alexa488-fibronectin fluorescence, plate reader; actives 0.086% (n = 350,000); AID 743247, 2014; AH1F fibroblasts, overnight; inhibition, % at 12.6 µM;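 active = mean inhibition across replicates of 30% or more, regardless of how many single replicates reach that level; inconclusive = mean under 30% yet at least half of replicates reach 30%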;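 note: positive control wells lacked labelled fibronectin entirely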
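Test system: AH1F fibroblast monolayer depositing Alexa488-labelled fibronectin into matrix. Input: 10000 cells per well. Technique: fluorescence, ex 485 nm, em 525 nm. Buffer or medium: DMEM plus 2% serum, read in PBS. Timing: 1 h cell adhesion before compound, then overnight fibronectin incubation. Compound: single dose, pinned. Read-out basis: inhibition from reduced deposited-fibronectin fluorescence.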
PAX8 inh HTS: inhibitors of PAX8-driven TPO luciferase reporter, primary screen, RMG-I cells, single concentration; SteadyGlo, 24 h; inhibition, % at 12.6 µM; actives 1.2% (n = 360,000); AID 652154, 2013;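 active = mean replicate inhibition at least 60% with every replicate also reaching 60%; inconclusive = only one of the two criteria is met; inactive = mean below 60% and not all replicates reaching 60%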;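 note: luciferase light reporting Pax8 driven TPO promoter activity; plate controls were median of neutral control wells for no effect and mitoxantrone controls for full effect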
EWS-Fli inh: EWS/Fli-driven NR0B1 reporter inhibitors, primary screen, A673 cells, NR0B1 luciferase, luminescence, MLPCN library; viability-normalised; inhibition, % at 12.6 µM; actives 0.67% (n = 350,000); AID 651661, 2012;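 active = mean inhibition of at least 50% after viability correction, with every replicate also passing that limit; inconclusive = mean reaches 50% but only one of two replicates passes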;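 note: firefly luciferase signal divided by Alamar Blue viability fluorescence both relative to DMSO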
ERAP1 inh: human ERAP1 aminopeptidase inhibitors, primary screen, biochemical, single point, plate reader; Endoplasmic reticulum aminopeptidase 1 (Homo sapiens), Q9NZ08; recombinant ERAP1, Leu-AMC fluorescence, 60 min; inhibition, % at 10.7 µM; actives 0.15% (n = 340,000); AID 652197, 2013;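 active = mean replicate inhibition of at least 30%, or all replicates individually reaching that 30% level; inactive = mean below 30% and not every replicate reaching it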;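 note: 0% = neutral control wells and 100% = L-leucinethiol positive control wells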
PGC1a acetyl inh: inhibitors of PGC1a acetylation signal, primary screen, cell-based, U2OS, AlphaScreen, inhibitor mode; AlphaScreen anti-acetyl-lysine; with virally co-expressed GCN5 acetyltransferase; inhibition, % at 15.6 µM; actives 0.17% (n = 350,000);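 active = every replicate shows inhibition of at least 40%; inconclusive = mean inhibition at least 40% but some replicate below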;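 note: 0% = neutral control wells and 100% = positive control wells; some results beyond the cut were filed as inactive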
The depositor's hits bear a star; ? = inconclusive; . = not tested or not shown. An unsorted share of the library; about 2.1% have a hit in one of these screens.

Structure	LGR2 antag	S100A4 MyoIIA	PglD inh	FN deposition inh	PAX8 inh HTS	EWS-Fli inh	ERAP1 inh	PGC1a acetyl inh
O=C(c1ccc(CS(=O)(=O)c2ccc(Br)cc2)o1)N1CCOCC1	-6	-8	4	-2	11	-3	.	7
C[C@H](CO)N1C[C@H](C)[C@H](CN(C)C(=O)Nc2cccc3ccccc23)Oc2ccc(NS(=O)(=O)c3cn(C)cn3)cc2CC1=O	16	-11	1	.	6	-5	0	0
NN1C(=O)c2cccc3c(C(=O)O)ccc(c23)C1=O	9	.	-1	4	-17	.	.	-2
Cc1ccc(S(=O)(=O)N2CCCC2CNC(=O)C(=O)NC2CC2)cc1 (centres undefined)	9	8	2	-4	-6	-7	2	-9
CCN(CC)S(=O)(=O)c1ccc(C(=O)Nc2ccc3c(c2)OCO3)cc1	-4	1	.	0	-17	-21	-4	-5
O=C(Cc1csc(NC(=O)Nc2ccc(Cl)cc2)n1)NC1CCCC1	-11	1	-7	.	-48	-22	1	6
Cc1nnc(Sc2cc(C(=O)NCCCOC(C)C)c3ccccc3n2)s1	-2	-2	3	5	11	5	0	-4
Cc1ccc(N(C)S(=O)(=O)c2cc(-c3cnc(C4CC4)o3)ccc2C)cc1	24	0	0	-3	12	13	-3	-10
O=C(CN1C(=O)NC2(CCCC2)C1=O)NCCc1ccccc1	-5	-1	1	0	-10	-4	0	.
O=C(COC(=O)c1ccco1)NCC1CCCO1 (centres undefined)	.	.	-5	0	-2	.	.	-9
CCCC(=O)Nc1ccc2c(c1)C(=O)N(C)[C@@H]1CC[C@@H](CC(=O)NCCc3ccccc3)O[C@@H]1CO2	-18	1	2	-4	0	-6	0	4
COc1ccc(OC)c(-c2csc(NC(=O)CN3C(=O)NC4(CCCC4)C3=O)n2)c1	3	6	.	1	7	-4	-1	.
Cc1ccc(-n2ccnc(SCC(=O)NC3CCCCC3)c2=O)cc1F	2	-23	2	-3	11	-4	4	.
Cc1ccc(C)c(OCCC(=O)OCC(=O)c2ccc3c(c2)NC(=O)CO3)c1	-14	-3	-4	9	-4	7	3	.
Cc1noc(C)c1C(=O)OC(C)C(=O)Nc1ccc2c(c1)OCO2 (centres undefined)	-3	-11	6	-8	1	-2	1	4
Cc1ccc(OCC(=O)Nc2cccc3c2CCCC3)cc1C	.	.	-4	2	8	.	.	-17
COc1cccc(C(=O)Nc2ccc(S(=O)(=O)Nc3cc(C)nc(C)n3)cc2)c1	7	2	.	-1	1	10	-2	.
CCCC1=[N+](CC(=O)c2ccc(Br)cc2)CCn2cccc21	.	-15	-11	-17	1	8	1	9
CO[C@@H]1CN(C)C(=O)c2cc(NC(C)=O)ccc2OC[C@H](C)N(C(=O)c2cnccn2)C[C@H]1C	-1	-1	-3	1	-17	-6	.	4
C[C@H]1CN([C@@H](C)CO)C(=O)c2cccc(NC(=O)c3ccncc3)c2O[C@H]1CN(C)Cc1ccc(C(=O)O)cc1	11	-17	7	.	-8	-2	1	2
CC1(C)Oc2cc3oc(C(=O)O)cc(=O)c3cc2-c2ccccc21	17	3	4	-5	-2	-5	1	.
Clc1ccc(C2=CSC3=NCCN23)c(Cl)c1	-2	6	.	-3	0	10	.	4
Cc1ccc(-c2cc3nc(-c4ccc(Br)cc4)cc(N)n3n2)cc1	-6	.	-7	5	-36	.	.	13
CC(=O)N1CCN=C1SCc1ccc(Br)cc1	-8	-3	-1	-3	-39	1	.	-5
COc1ccc(CCC(=O)Nc2nccs2)cc1OC	6	1	-6	1	7	9	2	0
O=C(Nc1ccc(F)cc1)N1CCCCN2[C@H](C1)[C@H](c1ccc(C#CC3CC3)cc1)[C@@H]2CO	10	-5	-2	.	22	1	-2	11
COc1ccc(C#Cc2cnc3c(c2)C(=O)N([C@H](C)CO)C[C@H](C)[C@H](CN(C)C(=O)CN(C)C)O3)cc1	-14	-4	-2	14	.	-5	0	10
CC(=O)NS(=O)(=O)c1ccc(NC(=O)CSc2ccc(Cl)cc2)cc1	0	-1	.	1	26	12	-1	.
Cc1ccccc1S(=O)(=O)NCC[C@@H]1CC[C@@H](NC(=O)C2CCOCC2)[C@H](CO)O1	15	-3	7	.	-30	4	-1	?
CN1N=C(c2ccc(F)c(F)c2)CSC1=NCc1ccccc1	13	-4	.	.	-15	-5	3	-2
Cc1nc2c(C#N)cnn2c2c1CCNN2C	-33	5	-1	.	17	-3	1	4
Cc1[nH]c2ccccc2c(=O)c1CN(C)Cc1ccccc1	-43	4	3	.	.	.	-4	0
CCN1CCN(CC(=O)Nc2cc3c(cc2C(C)=O)OCO3)CC1	-3	-2	5	.	-8	-15	0	-3
O=C1CS/C(=N\NC(=O)c2ccccc2)N1	.	2	9	6	-5	-15	-3	3
CCN(C(=O)COC(=O)c1cnc(C)cn1)C1CCS(=O)(=O)C1 (centres undefined)	-1	-3	4	3	-10	-6	69*	9
O=C(N[C@H]1C=C[C@@H](CC(=O)N2CCC(Cc3ccccc3)CC2)O[C@H]1CO)c1cnccn1	20	11	-4	-15	.	.	0	0
O=C(CN1CCOCC1)N[C@H]1CC[C@@H](CCNC(=O)C2CCCCC2)O[C@@H]1CO	8	-12	-1	-1	-2	2	-3	6
COc1ccc(C)cc1NC(=O)C(OC(=O)CNC(=O)c1cc(C)cc(C)c1)c1ccccc1 (centres undefined)	9	-2	.	-3	13	3	10	.
O=C(c1ccccc1)[C@@H]1[C@@H]2C(=O)N(c3ccc(F)cc3)C(=O)[C@@H]2C2CCCN21 (some centres undefined)	38	-4	.	0	11	14	.	.
COc1ccccc1-c1csc(-n2ncc(C#N)c2N)n1	-2	-8	-1	-8	-31	-17	-1	2
O=C(Nc1ccc(Cl)c(NC(=O)c2cccs2)c1)c1ccco1	9	0	-2	9	6	6	-1	10
Cc1ccc(S(=O)(=O)NC(=O)C2(C)CCN2C(=O)CCc2ccc(Cl)cc2Cl)cc1 (centres undefined)	25	-1	-2	3	2	1	-1	11
COc1ccc(S(=O)(=O)N[C@@H]2C=C[C@@H](CC(=O)NCCc3ccncc3)O[C@H]2CO)cc1	0	-17	1	-9	.	.	0	2
CCCn1c(SCC(=O)Nc2ccc3c(c2)OCO3)nc2c1c(=O)n(C)c(=O)n2C	-7	2	0	9	.	.	3	5
Cc1cc(/C=C(\C#N)C(=O)O)c(C)n1CCC(C)C	-1	1	2	-7	-12	7	.	4
O=C(NCc1ccc(Cl)c(Cl)c1)c1ccc2c(c1)OCO2	-7	-1	2	-3	-5	.	-1	.
C[C@@H]1CN([C@H](C)CO)C(=O)c2cccc(NS(=O)(=O)c3cn(C)cn3)c2O[C@H]1CN(C)C(=O)Nc1cccc2ccccc12	-5	4	8	-4	.	11	1	5
COc1ccc(C(CNC(=O)C(C)Oc2ccc(Br)cc2)N2CCOCC2)cc1 (centres undefined)	10	-1	0	-2	3	3	-3	15
CNC[C@H]1Oc2c(NC(=O)Nc3ccc4c(c3)OCO4)cccc2C(=O)N([C@@H](C)CO)C[C@H]1C	14	5	-6	7	-21	11	-2	4
O=C(c1ccccc1F)N1CC[C@@H]2[C@@H](CO)Nc3ccc(C#Cc4ccccc4F)cc3[C@@H]21	-3	3	0	5	-2	-8	-1	-5
COc1ccc(-c2ccc(CCC(=O)O)n2CC2CCCO2)cc1 (centres undefined)	-24	-4	.	-13	17	-1	-9	.
C#CCOCCOCCOCCNc1nc(N2CCN(C(=O)[C@H]([C@@H](C)CC)n3cc([C@@H](N)CO)nn3)CC2)nc(N2CCN(C(=O)[C@H](CCCCN)n3cc([C@@H](N)C(C)CC)nn3)CC2)n1 (some centres undefined)	-22	1	0	2	-16	-10	-8	.
COc1ccc(C)cc1NC(=O)CN1C(=O)COc2ccc(S(=O)(=O)N3CCCCCC3)cc21	-8	15	2	6	14	-3	2	3
c1cc(-c2ccc(N3CCOCC3)cc2)n2cnnc2c1	-10	-6	1	4	-40	-28	6	.
Cc1ccc(NC(=O)CN2C(=O)NC(C)(c3ccccc3)C2=O)c(C)c1 (centres undefined)	-19	-21	-1	11	4	1	3	.
C/C(=C\c1ccccc1)C(=O)c1c(C)cc(C)[nH]c1=O	23	-25	.	2	14	4	-3	.

Profiles from above. Order of screens: LGR2 antag, S100A4 MyoIIA, PglD inh, FN deposition inh, PAX8 inh HTS, EWS-Fli inh, ERAP1 inh, PGC1a acetyl inh
Results for `CNC[C@H]1Oc2c(NC(=O)Nc3ccc4c(c3)OCO4)cccc2C(=O)N([C@@H](C)CO)C[C@H]1C` = 14, 5, -6, 7, -21, 11, -2, 4
Results for `c1cc(-c2ccc(N3CCOCC3)cc2)n2cnnc2c1` = -10, -6, 1, 4, -40, -28, 6, .
Results for `COc1ccc(-c2ccc(CCC(=O)O)n2CC2CCCO2)cc1` (centres undefined) = -24, -4, ., -13, 17, -1, -9, .
Results for `C[C@@H]1CN([C@H](C)CO)C(=O)c2cccc(NS(=O)(=O)c3cn(C)cn3)c2O[C@H]1CN(C)C(=O)Nc1cccc2ccccc12` = -5, 4, 8, -4, ., 11, 1, 5
